Source: PubChem BioAssay
sdo1 growth – compounds rescuing growth of sdo1-depleted yeast, bone marrow failure model | 0.21% of 140,000 active | S. cerevisiae sdo1-depleted JHY4D growth rescue, OD600 30 h; hits give high values; pdr5 snq2 efflux-pump mutant strain | AID 817 | z-score at 10 µM;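 active means z-score above 3 at both the 24 hr and the 30 hr optical density reads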;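 further: z-score against mean and SD of all compound wells on the same plate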
INS promoter inh – TRM-6 insulin promoter activity inhibition | AID 1273 | 0.9% of 130,000 active | inhibition, % at 2 µM | TRM-6 cells (human fetal islet line), insulin promoter-eGFP reporter, imaging; reporter expression induced with tamoxifen;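 active means inhibition above the mean plus 3 SD, with well images judged a real hit on visual review, cut at about 60% in these data, passing the limit was not always enough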
sdo1 growth Rescue 24 h – also measured in sdo1 growth; calls as there; z-score; S. cerevisiae sdo1-depleted JHY4D growth rescue, OD600; measured here: growth rescue at 24 h;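 0 is the plate mean of compound wells and units are plate SD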
The depositor's hits bear a star; · = no result given; & = joins results of further samples. An excerpt; rates above refer to the full screens.

sdo1 growth,sdo1 growth Rescue 24 h,INS promoter inh,molecule
·,·,33.3,Cc1ccc(CC(NC(=O)c2ccccc2)C(=O)NC(Cc2ccccc2)C(=O)O)cc1 (stereo unspecified)
0.14,-0.1,-50.0,Cc1ccc(NC(=O)CS(=O)CC(=O)N(CC(=O)NC2CCCC2)c2cccc(C)c2C)cc1 (stereo unspecified)
-0.72,-0.73,·,O=C1C2C3C=CC(C3=C3CCCCC3)C2C(=O)N1Cc1ccccc1 (stereo unspecified)
1.02,0.86,-78.5,COc1ccc([N+](=O)[O-])cc1NC(=O)c1ccc(C)o1
-2.34,-1.75,-171.4,Cc1cccc(-c2nc(CN3CCCC(C(=O)NC4CCCCCC4)C3)c(C)o2)c1 (stereo unspecified)
-0.96,-0.46,18.9,Cc1cc(SCC(=O)N2CCC(c3noc4ccc(F)cc34)CC2)nc2ccccc12
1.46,2.34,-13.5,CN(C)c1nc(N(C)C)nc(N2CCCCC2)n1
-0.05&0.39,-0.65&0.19,·,Cc1oc(-c2ccccc2F)nc1CN1CCC(C(=O)NC2CC2)CC1
1.3,1.45,·,CCOC(=O)c1ccc(NC(=O)CSc2nnnn2CCCO)cc1
-1.07,-0.53,37.9,Cn1c(SCc2c(F)cccc2Cl)nnc1-c1cccs1
1.64,-0.42,·,O=C(Cc1cn2ccsc2n1)Nc1ccccn1
0.4,-0.03,63.6,Cn1c(CCNC(=O)c2ccco2)nc2cc(NS(=O)(=O)c3ccccc3)ccc21
·,·,33.3,N=C1/C(=C\c2ccc(SCc3ccccc3)o2)C(=O)N=C2SC=NN12
·,·,35.7,OCCNCCCOc1cc(Cl)ccc1Cl
14.2*,7.9*,·,C=CCN=C(C)C1=C(O)C(C)OC1=O (stereo unspecified)
0.86,0.01,-50.0,CCN(CC)C(=O)C(C)OC(=O)c1ccc(O)cc1 (stereo unspecified)
0.53,0.65,-357.1,Cc1cc(C)nc(NS(=O)(=O)c2ccc(Br)cc2)n1
-0.6,-0.91,64.3,COC(=O)C1=C(C(=O)OC)C2(OC1c1cccc(F)c1)C(=O)c1ccccc1C2=O (stereo unspecified)
0.43,0.75,·,CC(C)Sc1nnc(-c2c[nH]c3ccccc23)n1C
0.3,0.24,7.1,COC(=O)c1c(O)c2ccccc2[nH]c1=O
0.43,0.37,0.0,CCOc1ccc(C2C=C(c3ccccc3)Nc3ncnn32)cc1 (stereo unspecified)
0.48,0.21,7.1,COc1cc(N2CCCC2)c(OC)cc1/C=C(/C#N)c1cccc(Br)c1
-0.24,-0.26,26.7,Cc1cc(C(=O)N/N=C2\CC(=O)CC(C)(C)C2)c(C)n1-c1ccc(F)cc1
0.18,-0.18,22.0,CN(CCNC(=O)c1cccc(N2CCCC2=O)c1)Cc1ccccc1
0.53,0.59,-34.5,O=C(Nc1ccc(Br)cc1)c1cccnc1N1CCCCC1
-1.19,-0.05,13.3,COc1cc2c(cc1NC(=O)CN(C)Cc1cccc(OC)c1OC)oc1ccccc12
0.21,0.04,-35.1,Cc1ccccc1C1NS(=O)(=O)N=C1N (stereo unspecified)
0.41,0.25,·,Cc1ccc(-c2nn(CCC(=O)NCC3CCCO3)c(=O)c3ccccc23)cc1 (stereo unspecified)
0.4,0.74,-109.1,CC(C)C(C(=O)NCC1CCCO1)N(Cc1ccco1)C(=O)CNS(=O)(=O)c1ccc(F)cc1 (stereo unspecified)
-1.54,-1.59,7.1,N#C/C(=C\c1cc2ccccc2nc1N1CCCCC1)C(N)=O

Next section (two carried over from the part before).
sdo1 growth,sdo1 growth Rescue 24 h,INS promoter inh,molecule
0.4,0.74,-109.1,CC(C)C(C(=O)NCC1CCCO1)N(Cc1ccco1)C(=O)CNS(=O)(=O)c1ccc(F)cc1 (stereo unspecified)
-1.54,-1.59,7.1,N#C/C(=C\c1cc2ccccc2nc1N1CCCCC1)C(N)=O
·,·,6.7,COC(=O)c1ccccc1NS(=O)(=O)c1ccc(NC(C)=O)cc1
1.14,0.13,-50.0,COC(=O)c1cc2nc(-c3ccccc3)cc(C)n2n1
0.58,0.03,54.8,C=CCn1c(N)nc2ccccc21
-1.6,-0.2,12.5,O=c1oc(-c2cccs2)nc2scc(-c3cccs3)c12
0.06,-0.99,-33.3,Cc1ccc(-n2nc(C)c3c2OC(N)=C(C#N)C3c2ccco2)cc1 (stereo unspecified)
1.09,0.31,29.7,COCCN(C(=O)CSc1nncn1-c1ccccc1)c1c(N)n(Cc2ccccc2)c(=O)[nH]c1=O
-0.47,-1.56,·,Cc1ccc(NC(=O)C(=O)NCc2ccc(/C=N/NC(=O)c3c(C)nc4ccccn34)o2)cc1
-0.7,-0.96,68.2,COc1ccccc1C(=O)Nc1ccc(S(=O)(=O)N2CCOCC2)cc1
-1.4,-0.28,·,Cc1sc(NC(=O)c2cc(-c3ccc(Cl)cc3)nc3ccccc23)c(C(N)=O)c1C
-0.78,-1.02,23.1,COc1ccc(C(=O)N2CCN(S(=O)(=O)c3ccccc3)CC2)c(OC)c1
-0.44,-0.73,·,Cc1ccc(Nc2n[nH]c(C)c2[N+](=O)[O-])cc1C
1.43,0.11,·,COc1ccc(CNC(=O)C(NS(=O)(=O)c2ccc3c(c2)CCCN3C(C)=O)C(C)C)cc1 (stereo unspecified)
-1.37,-0.68,6.5,COc1ccc(-n2nnnc2SCC(=O)c2cc3ccccc3o2)cc1
·,·,-13.3,CC1(C)CN2C(=O)c3ccccc3C2(C)S1 (stereo unspecified)
0.09,-0.18,14.6,O=C(OC1CCS(=O)(=O)c2sccc21)c1ccccc1 (stereo unspecified)
-0.77,-0.64,-9.7,COc1cc(/C=N/NC(=O)c2cnn3c(C)cc(-c4ccccc4)nc23)ccc1O
1.37,1.25,·,Cc1noc(/C=C/N(C)C)c1S(=O)(=O)N1CCCC(C(=O)NCc2ccc(Cl)cc2)C1 (stereo unspecified)
0.04,-0.85,-70.0,O=C(O)c1ccc2c(c1)N(Cc1ccccc1)C(=O)c1ccccc1S2=O (stereo unspecified)
0.58,-0.75,·,O=C(NC1CCCC1)C1CCCN1C(=O)Nc1ccccc1 (stereo unspecified)
0.48,0.5,·,COc1ccc(NC(=O)C2CC2)cc1-n1cnnn1
·,·,-41.2,CCNC(=O)COc1ccc(/C=N/NC(=O)c2cccnc2)cc1OC
0.07&0.58,1.36&1.96,-2.4,COc1ccc(CN2CCn3ncc(C(=O)Nc4cc(C)cc(C)c4)c3C2=O)cc1
0.55,0.22,34.4,COc1cc(O)c2c(c1)COC2=O
0.32,-0.29,-2.8,Cc1cc(C(C#N)c2cccc(Cl)c2)n2ncnc2n1 (stereo unspecified)
-0.01,1.82,-28.9,CCCCC(=O)Nc1ccc(C(=O)Nc2ccc(S(=O)(=O)N3CCCC3)cc2)cc1
·,·,0.0,Cc1cccc(-n2nc(C)c3c(C(=O)O)cc(-c4cccs4)nc32)c1
0.23,0.06,-261.5,O=C1c2ccccc2C(=O)N1Cc1nc(-c2ccccn2)no1
-0.11,0.71,12.5,CCOCCCn1c(C)nc2c(c1=O)c1nc3ccccc3nc1n2CCC1=CCCCC1
-0.49,0.63,-42.9,CN(C)/N=C/c1ccc(Sc2ccc([N+](=O)[O-])cc2[N+](=O)[O-])o1
0.22,-0.41,·,O=C(CCC1CCCCC1)Nc1c2c(nn1-c1ccc(F)cc1)CS(=O)C2 (stereo unspecified)

Reformatted: entries from further up
Cc1ccc(-n2nc(C)c3c2OC(N)=C(C#N)C3c2ccco2)cc1 (stereo unspecified)
  sdo1 growth = 0.06 | sdo1 growth Rescue 24 h = -0.99 | INS promoter inh = -33.3
COCCN(C(=O)CSc1nncn1-c1ccccc1)c1c(N)n(Cc2ccccc2)c(=O)[nH]c1=O
  sdo1 growth = 1.09 | sdo1 growth Rescue 24 h = 0.31 | INS promoter inh = 29.7
Cc1ccc(NC(=O)C(=O)NCc2ccc(/C=N/NC(=O)c3c(C)nc4ccccn34)o2)cc1
  sdo1 growth = -0.47 | sdo1 growth Rescue 24 h = -1.56 | INS promoter inh = ·
COc1ccccc1C(=O)Nc1ccc(S(=O)(=O)N2CCOCC2)cc1
  sdo1 growth = -0.7 | sdo1 growth Rescue 24 h = -0.96 | INS promoter inh = 68.2

(continued)
sdo1 growth,sdo1 growth Rescue 24 h,INS promoter inh,molecule
·,·,12.5,Cc1nccc2oc(=O)c(NC(=O)c3ccc(Cl)cc3)cc12
-0.37,-0.4,17.1,c1ccc2c3c([nH]c2c1)-c1[nH]ncc1CC3
-1.18,-0.69,0.0,CCOC(=O)C1CCN(C(=O)COc2ccc(Cl)cc2Cl)CC1
1.39,1.36,·,O=C(Cn1ncc2c(=O)oc3ccccc3c21)NCC1CCCO1 (stereo unspecified)
-0.77,-0.86,-14.8,Cc1nnsc1C(=O)NC1CCCCC1
-1.01,-1.35,-9.1,CC(=O)c1cc(-c2ccccc2)n(CCC(=O)NCc2cccs2)c1C
0.02,1.18,5.4,N#Cc1ccc(-c2ccc(Cl)cc2)nc1SCC(=O)c1cccc(Cl)c1
·,·,-127.3,O=C1OCC2=C1C(c1ccc(F)cc1)c1cc3c(cc1N2)OCCO3 (stereo unspecified)
-0.17,-0.66,·,O=C(NCCN1CCOCC1)c1cc(-c2ccco2)on1
0.32,0.57,37.0,C=CCOC(=O)CCC(=O)Nc1cccc2ccccc12
-0.44,-1.08,·,CS(=O)(=O)c1ccc(Cl)c(C(=O)O)c1
-0.56,-0.37,·,Cc1ccccc1Nc1nc(N)nc(COC(=O)C2CCCCC2)n1
-2.08,-1.03,-10.0,CCN(CC)c1ccc2cc(S(=O)(=O)c3ccc(Cl)cc3)c(=O)oc2c1
·,·,-44.4,COc1ccccc1NC(=S)N(Cc1cccnc1)Cc1ccco1
·,·,-5.9,CC(C)=CC(=O)Nc1ccc(OCc2ccccc2)cc1
0.85,0.44,·,O=C(c1cccnc1)N1C2CCC1CC(O)(c1ccc(F)cc1)C2 (stereo unspecified)
1.01,0.78,31.6,Cc1nn(C)cc1CNC(=O)Nc1ccc(Br)cc1Cl
0.51,0.27,28.9,Brc1ccc(-c2nc(-c3ccccc3)no2)o1
·,·,55.0,O=C(NCCc1ccccc1)c1n[nH]c(=O)c2ccccc12
-0.17,-0.55,·,CC(=O)N/C(=C\c1ccccc1)C(=O)OCC(=O)NC1CCCC1
-0.09,-0.83,-14.3,CSc1ccccc1C(=O)N1CCN(c2ccc(F)cc2)CC1
0.24,0.41,·,Cc1cccc(-n2c(CNC(=O)c3ccc(S(=O)(=O)N(C)C)cc3)nnc2SCC(=O)Nc2ccc(F)cc2)c1
0.14,-0.06,5.6,Cc1cc(/C=C(\C#N)C(=O)NCc2ccco2)c(C)[nH]1
0.52,-0.49,·,Cc1c(-c2ccc(Br)cc2)nc2ccccn12
-2.72,-2.06,-172.7,Clc1ccc2nc(N3CCNCC3)nc(-c3ccccc3)c2c1
-0.05,-1.45,9.5,CC(=O)C1=C(C)N(CC2CC2)C(=O)N[C@H]1c1cccs1
·,·,-64.7,CCC(C)NC(=O)c1cccc(OCc2c(C)noc2C)c1 (stereo unspecified)
·,·,14.3,COCC(=O)Nc1ccc2c(c1)OCO2
3,4.78,·,CCC1=Nc2ccc(Br)cc2C(c2ccccc2)N1CC(=O)OC (stereo unspecified)
1.15,0.8,·,CCCN1CCc2[nH]c(=S)[nH]c(=O)c2C1
0.63,0.31,28.6,CCCn1nnnc1SCC(=O)NCc1ccccc1
1.29,0.37,0.0,CC(C)C(=O)Nc1cccc(NC(=O)c2ccc(Cl)cc2Cl)c1
0.6,0.74,22.2,c1ccc(-c2ccccc2OCCn2cncn2)cc1
0.02,-0.21,0.0,O=C(NN1C(=O)c2ccccc2C1=O)C1CC2CCC1C2 (stereo unspecified)
-0.29,-0.81,-81.2,COc1ccc(Cn2nnnc2C(C(C)C)N(Cc2ccco2)Cc2cccs2)cc1 (stereo unspecified)
2.32,2.58,·,CCOC(=O)CCn1cc(F)c(=O)n(Cc2ccccc2)c1=O
-0.04,-0.56,36.8,COc1ccc(/C=C/C(=O)NC(=S)NNC(=O)c2ccco2)cc1
·,·,-16.7,Cc1nnc2ccc(-c3ccc(NC(=O)c4ccco4)cc3)nn12
·,·,-146.2,CC(C)c1csc(CN2CCC(CO)(Cc3ccccc3)CC2)n1
·,·,-7.7,CCCS(=O)(=O)N1CCN=C1SCc1cccc2ccccc12
0.29,-0.12,-32.3,COc1cccc(OCC(O)CN(CCO)Cc2ccccc2)c1 (stereo unspecified)
-0.12,-0.28,·,O=C(Cn1nnc2ccccc2c1=O)N1CCCc2ccccc21
0.68,0.24,·,CC(=O)Nc1ccc(Nc2ncnc3c2cnn3-c2cccc(C)c2)cc1
·,·,-35.3,COC(=O)Cc1ccc(NC(=S)N2CCN(c3cc(Cl)ccc3C)CC2)cc1
·,·,12.5,COc1ccc(CNC(=O)c2ccc(Cn3nc(C)c([N+](=O)[O-])c3C)o2)cc1
2.75,1.58,·,O=C(C1CCN(S(=O)(=O)c2cccs2)CC1)N1CCc2ccccc2C1
0,-0.36,-87.5,CSc1nc(NC(C)C)nc(N2CCOCC2)n1
1.52,1.29,-23.1,CN(C)C(=O)c1ccc2c(c1)n(C)c(=O)n2C
